VEEV TC-83 Vero = inhibitors of VEEV TC-83 cytopathic effect, confirmation, Vero cells (AID 588727) | Vero cells, VEEV TC-83 cytopathic effect inhibition; higher % means a stronger effect | inhibition, % at 20 µM, or IC50 in µM where a hit was titrated | actives 0.13% (n = 350,000); in the data active = a potency from the dose series; inconclusive = inhibition mostly from about 14% at the one dose, without a potency; inactive = the rest, 99 in 100 with inhibition below about 12%; also: strong numbers were not always called active
H1N1 NS1A inhibition = H1N1 influenza NS1A inhibitors, functional cell based assay (AID 504329); NS1A functional cell-based assay, percent inhibition; higher % means a stronger effect; one-dose inhibition, % at 12.5 µM; IC50 in µM for titrated hits; actives 0.3% (n = 340,000); in the data active = a potency from the dose series; inconclusive = inhibition above about 27% without an active follow-up result; also: strong numbers were not always called active
tuberculosis growth = growth inhibition of non-replicating M. tuberculosis (AID 488890); inhibition, % at 25 µM, or IC50 in µM where a hit was titrated; Mycobacterium tuberculosis non-replicating, growth inhibition; higher % means a stronger effect; actives 0.39% (n = 320,000); in the data active = a potency from the dose series; inconclusive = inhibition mostly from about 82% at the one dose, without a potency; inactive = the rest, 99 in 100 with inhibition below about 76%;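 also: plate controls were DMSO cells for no effect and high antibiotic wells for full effect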
PhoP GFP inhibition = PhoP regulon inhibitors, Salmonella typhi PhoP promoter GFP reporter, confirmatory (AID 1850) | Salmonella Typhi PhoP-promoter GFP reporter, fluorescence, 4 h; higher % means a stronger effect | inhibition, % at 50 µM, or IC50 in µM where a hit was titrated | actives 0.33% (n = 310,000); in the data active = a potency from the dose series; inconclusive = inhibition mostly from about 25% at the one dose, without a potency; inactive = the rest, 99 in 100 with inhibition below about 19%;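 also: 0% = induced wells with vehicle and 100% = uninduced wells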
M. tuberculosis HTS = M. tuberculosis growth inhibition, HTS (AID 449762); inhibition, % at 25 µM, or IC50 in µM where a hit was titrated; actives 0.59% (n = 330,000); M. tuberculosis H37Rv growth inhibition, 7H9 media; higher % means a stronger effect; in the data active = a potency from the dose series; inconclusive = inhibition above about 70% without an active follow-up result;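 also: bacterial growth assessed after seven days of incubation; strong numbers were not always called active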
VEEV TC-83 Vero 10K pilot screen = recorded beside VEEV TC-83 Vero, whose call it bears; inhibition, %; measured here: 10K pilot screen inhibition
* hit, by the source's call; i = inactive; u = inconclusive; x = not tested or not shown.

Preview (two entries):
SMILES	VEEV TC-83 Vero	H1N1 NS1A inhibition	tuberculosis growth	PhoP GFP inhibition	M. tuberculosis HTS	others
Cc1noc(C)c1S(=O)(=O)N(C)C[C@H]1Oc2c(NC(=O)Nc3ccccc3)cccc2C(=O)N([C@H](C)CO)C[C@@H]1C	1.7%	7.3%	34.3%	x	1.0%	VEEV TC-83 Vero 10K pilot screen=2.4
COc1cccc(CCNCc2ccc(SC)cc2)c1	0.5%	3.2%	27.7%	-10.4%	8.2%

The whole of this part (from the top)
SMILES	VEEV TC-83 Vero	H1N1 NS1A inhibition	tuberculosis growth	PhoP GFP inhibition	M. tuberculosis HTS	others
Cc1noc(C)c1S(=O)(=O)N(C)C[C@H]1Oc2c(NC(=O)Nc3ccccc3)cccc2C(=O)N([C@H](C)CO)C[C@@H]1C	1.7%	7.3%	34.3%	x	1.0%	VEEV TC-83 Vero 10K pilot screen=2.4
COc1cccc(CCNCc2ccc(SC)cc2)c1	0.5%	3.2%	27.7%	-10.4%	8.2%
CCOC(=O)C1CCN(C(=O)COc2ccc([N+](=O)[O-])cc2)CC1	1.6%	-6.2%	-0.2%	-2.7%	-6.7%
CCN(CC)C(=S)SC1=CCS(=O)(=O)C1	2.6%	x	-12.2%	4.9%	3.9%
O=C(N/N=C/C(Br)=C\c1ccccc1)c1n[nH]c2c1CCC2	i	3.2%	51.1%	-1.9%	u
COc1ccc(CN(CC(=O)NCc2ccc(F)cc2)C(=O)CCC(=O)Nc2cc(C)ccn2)cc1	0.8%	-3.2%	14.7%	14.1%	3.1%
CCCCn1ccnc1C(=O)c1cc(S(=O)(=O)N2CCOCC2)ccc1C	i	-14.3%	-3.5%	-12.4%	-0.5%
O=C(Nc1ccc(S(=O)(=O)NC2=NCCCCC2)cc1)c1ccc(Cl)c([N+](=O)[O-])c1	9.8%	0.7%	46.9%	x	7.2%
CCc1c(C(=O)N2CCOCC2)csc1C	3.3%	5.6%	6.1%	-7.4%	-1.6%
O=C(Nc1ccc(S(=O)(=O)N2CCOCC2)cc1)c1ccc(S(=O)(=O)N2CCOCC2)cc1	i	0.6%	-17.2%	-4.1%	-3.9%
O=C(NCc1ccccc1)C(c1cccnc1)N(C(=O)c1ccccn1)c1ccccc1F (configuration not stated)	0.9%	10.7%	-10.9%	-23.0%	9.3%
O=C(COc1ccccc1)NCC(c1ccco1)N1CCN(c2ccccc2F)CC1 (configuration not stated)	4.9%	-5.0%	2.6%	9.0%	46.5%
Cc1nn(-c2ccccc2Cl)c(Cl)c1/C=N/Nc1nc2ccccc2s1	4.5%	-2.9%	-1.2%	-11.8%	5.8%
CCCOc1ccc(-c2nc(C#N)c(N3CCC(C(N)=O)CC3)o2)cc1	i	7.5%	30.6%	2.4%	1.1%
Cc1cccc(N2C(=O)NC(=O)/C(=C/c3ccc(N4CCOCC4)cc3)C2=O)c1	0.1%	5.3%	-2.9%	1.1%	-4.4%
COc1ccccc1-c1cc2nc(C)c(CCC(=O)NC(C)CCc3ccco3)c(C)n2n1 (configuration not stated)	8.6%	2.9%	47.6%	28.4%	2.4%
COc1ccc(Nc2nc3ccccc3n2C)cc1	1.6%	5.7%	3.3%	-1.8%	-0.7%
CCN1C(=O)NC(=O)/C(=C\c2cn(CC(=O)N3CCCCC3)c3ccccc23)C1=O	2.7%	1.9%	9.0%	12.2%	0.4%
Fc1ccc(C[n+]2c(-c3ccccc3)cc(-c3ccccc3)cc2-c2ccccc2)cc1	x	x	u	11.1%	32.3µM*
Cc1cc(/C=C2\Cc3ccccc3C2=O)c(C)n1-c1ccccc1	3.5%	26.4%	20.4%	-4.7%	3.7%
CN(CC(=O)Nc1cccc(F)c1)CC(=O)Nc1cccc(S(N)(=O)=O)c1	1.5%	-9.7%	-5.6%	-2.1%	7.2%
CN(C)S(=O)(=O)c1ccc(Cl)c(C(=O)NNC(=O)c2ccc3c(c2)OCO3)c1	1.3%	-0.4%	13.2%	x	-5.9%
CC1=CC(=C2C(=O)c3ccccc3C2=O)C=C(C)N1Cc1ccco1	3.0%	7.3%	78.3%	-5.2%	-1.7%
CCC(=O)Nc1ccc(C(=O)c2ccccc2)cc1	4.5%	-1.4%	13.2%	3.1%	8.7%
Cc1cc(N)nc(=O)n1C1CC(O)C(CO)O1 (configuration not stated)	1.9%	6.3%	x	x	x

Already shown: 4 of the compounds above.
SMILES	VEEV TC-83 Vero	H1N1 NS1A inhibition	tuberculosis growth	PhoP GFP inhibition	M. tuberculosis HTS	others
CN(C)S(=O)(=O)c1ccc(Cl)c(C(=O)NNC(=O)c2ccc3c(c2)OCO3)c1	1.3%	-0.4%	13.2%	x	-5.9%
CC1=CC(=C2C(=O)c3ccccc3C2=O)C=C(C)N1Cc1ccco1	3.0%	7.3%	78.3%	-5.2%	-1.7%
CCC(=O)Nc1ccc(C(=O)c2ccccc2)cc1	4.5%	-1.4%	13.2%	3.1%	8.7%
Cc1cc(N)nc(=O)n1C1CC(O)C(CO)O1 (configuration not stated)	1.9%	6.3%	x	x	x

Carrying on:
SMILES	VEEV TC-83 Vero	H1N1 NS1A inhibition	tuberculosis growth	PhoP GFP inhibition	M. tuberculosis HTS	others
O=c1[nH]c2ccccc2n1C1CCCCC1	1.3%	4.6%	3.0%	-3.4%	-4.5%
CCCSc1nc2c(c(=O)[nH]c(=O)n2C)n1CC(O)COc1ccccc1 (configuration not stated)	3.3%	-14.5%	9.9%	0.4%	-2.9%
Cc1ccccc1NC(=O)CCNS(=O)(=O)c1ccc2c(c1)CCC(=O)N2	1.9%	3.5%	-1.2%	1.6%	1.1%
Cc1nc2ccc(NC(=O)c3nn(CC(C)C)c(=O)c4ccccc34)cc2s1	8.9%	-5.9%	31.1%	2.2%	65.3%	VEEV TC-83 Vero 10K pilot screen=8.1
CCOCCn1ccc2c(OCC(=O)Nc3ccccc3F)cccc2c1=O	2.8%	3.2%	4.9%	3.0%	21.4%
COc1ccc(N(C)C(=O)c2ccc(NC(=O)CCS(=O)(=O)c3cccs3)cc2)cc1	i	-7.3%	-1.5%	-0.6%	6.3%
CC1=Nc2ccccc2N=C(NC(=O)CSc2nnnn2-c2ccccc2)C1c1ccccc1 (configuration not stated)	4.5%	-5.6%	56.9%	2.7%	3.3%
O=C(NCCCn1ccnc1)c1cn(Cc2ccc(F)cc2)nn1	0.2%	4.1%	10.2%	3.5%	0.3%
CS(=O)(=O)c1cccc(C(=O)Nc2nnc(C3=COCCO3)o2)c1	2.6%	11.1%	x	-3.1%	5.3%
Cc1ccc(S(=O)(=O)N2CCN(C(=S)NCc3ccc4c(c3)OCO4)CC2)cc1	2.2%	3.5%	1.6%	-2.3%	3.4%
COc1c(F)c(F)c(C(=O)O)c(Nc2ccc(C)cc2)c1F	i	-10.3%	9.6%	-16.6%	-11.6%
COc1cc2nc(CN3CCN(S(=O)(=O)c4c(F)cccc4F)CC3)[nH]c(=O)c2cc1OC	1.1%	-3.0%	37.3%	x	4.5%
CCCCOc1cccc(C(=O)Nc2ccc(N3CCN(CC)CC3)cc2)c1	5.5%	11.8%	21.2%	0.7%	6.8%
CC(Sc1nnc(-c2cccnc2)n1N)C(=O)NCCC1=CCCCC1 (configuration not stated)	0.5%	-4.5%	x	x	x
COc1ccc(CCNC(=O)CCc2ccc(S(=O)(=O)NC(C)C)cc2)cc1	i	-6.1%	21.8%	15.0%	3.0%
O=C(/C=C/c1ccc(N2CCCCC2)c([N+](=O)[O-])c1)c1ccc(O)cc1	10.8%	18.4%	73.2%	0.7%	u
CCCc1cc(=O)oc2cc(C)cc(OC(C)C(=O)NCC3CCC(C(=O)O)CC3)c12 (configuration not stated)	0.6%	-11.7%	-20.3%	5.3%	-6.5%
Cc1ccc2c(c1)C1CN(C)CCC1N2C(=O)c1cccc(S(=O)(=O)N(C)C)c1 (configuration not stated)	i	-7.9%	-15.0%	4.5%	-7.2%
CCN(CC)CCn1c(-c2ccc(C)cc2)nc(=S)c2c1CC(C)(C)OC2	3.2%	-5.0%	-16.4%	2.6%	-6.1%
NS(=O)(=O)c1ccc(CCNC(=O)CSc2ncnc3ccccc23)cc1	2.3%	-2.6%	-4.9%	3.5%	-5.7%
Fc1ccc(Nc2ccc3ccccc3n2)c(F)c1	0.4%	-11.1%	6.6%	8.2%	2.3%
CCn1c(SCC(=O)C(C)(C)C)nnc1-c1cccnc1	0.4%	-6.1%	10.3%	1.4%	11.9%
Cc1cc(OCC(=O)OC(C)C)c2c3c(c(=O)oc2c1)CCCC3	2.5%	-1.0%	-3.0%	-3.8%	5.2%
Cc1ccc(C(=O)OCC(=O)NCCNC(=O)COC(=O)c2ccc(C)o2)o1	i	8.3%	-10.7%	-4.3%	0.6%
CCOC(=O)CN(C(=O)CNC(=O)c1ccco1)C(C(=O)NC1CCCCC1)c1cccs1 (configuration not stated)	i	0.8%	-4.9%	-9.4%	-7.0%

Ordered by SMILES length (low to high): 3 of the compounds above.
SMILES	VEEV TC-83 Vero	H1N1 NS1A inhibition	tuberculosis growth	PhoP GFP inhibition	M. tuberculosis HTS	others
O=c1[nH]c2ccccc2n1C1CCCCC1	1.3%	4.6%	3.0%	-3.4%	-4.5%
COc1c(F)c(F)c(C(=O)O)c(Nc2ccc(C)cc2)c1F	i	-10.3%	9.6%	-16.6%	-11.6%
Cc1ccc(S(=O)(=O)N2CCN(C(=S)NCc3ccc4c(c3)OCO4)CC2)cc1	2.2%	3.5%	1.6%	-2.3%	3.4%

Remaining list, next part.
SMILES	VEEV TC-83 Vero	H1N1 NS1A inhibition	tuberculosis growth	PhoP GFP inhibition	M. tuberculosis HTS	others
CC(C)Sc1ccccc1C(=O)Nc1ccc2c(c1)n(C)c(=O)n2C	1.4%	-3.2%	53.3%	-3.2%	-0.9%
O=[N+]([O-])c1ccc(CNc2cccc(Cl)c2)s1	0.9%	5.2%	i	-4.6%	-3.5%
O=C(Nc1ccc(Cl)cc1)C1=Cc2ccccc2OC1	3.9%	-18.2%	78.2%	-4.5%	u
Cc1ccc(S(=O)(=O)N2CCOCC2)cc1C(=O)N1C(=O)c2cccc(N)c2C1=O	2.1%	0.3%	-5.6%	1.0%	-5.0%
Cc1ccc(OCc2nc3ccccc3n2C)cc1	0.2%	-9.4%	21.9%	9.0%	18.6%
COC(=O)c1ccc(Cn2cc(Cl)cn2)o1	i	-10.9%	-3.9%	2.0%	-0.4%
CC(C)(C)c1ccc(-c2nnc3sc(-c4ccccn4)nn23)cc1	1.6%	6.7%	15.5%	-4.5%	4.1%
Cc1ccc(Cl)cc1NC(=O)COC(=O)c1ccc(CN2CCCC2=O)cc1	3.5%	-4.6%	12.8%	x	-7.0%
O=C(O)CC(Cc1ccc(Cl)cc1)C(=O)NCC12CC3CC(CC(C3)C1)C2 (configuration not stated)	1.4%	-1.9%	-6.6%	-19.8%	-4.0%
O=C(O)CCc1nn2c3ccccc3n(CC(=O)O)c2nc1=O	2.7%	-19.0%	-4.4%	-1.4%	14.9%
CCOc1ccc(NC(=S)NC(=O)/C=C/c2ccco2)cc1	i	1.7%	u	2.2%	u
CCOC(=O)N1CCN(CC(O)COc2ccccc2C(C)(C)C)CC1 (configuration not stated)	3.6%	-3.7%	5.4%	-1.4%	16.7%
Cc1cc(NC(=O)c2ccc(-c3ccccc3[N+](=O)[O-])o2)no1	3.1%	-3.4%	22.6%	x	4.8%
COc1ccc(N2C(=O)CCC2=O)cc1	0.7%	5.7%	-15.1%	3.2%	-16.1%
CC(=O)NC12CC3CC(C1)CC(C(=O)N1CCN(S(=O)(=O)c4ccccc4C#N)CC1)(C3)C2	4.2%	-5.1%	x	x	x
O=C(CSc1nc2ccccc2c(=O)[nH]1)N1CCCCC1	1.7%	25.3%	x	8.4%	4.9%

Source: PubChem (Southern Research Specialized Biocontainment Screening Center)
